CaV13 ICDI inh: Disruptors of the CACNA1D IQ motif to Ca2+-dependent inactivation inhibitor domain association, primary screening, Förster resonance energy transfer in intact living … | inhibition, % at 12.3 µM | HEK cells, CFP/YFP FRET ICDI-IQ, plate reader, 10 min; percent FRET-ratio fall versus neutral wells | 340,000 tested, 0.098% active;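 active = mean replicate inhibition of at least 30% and at least 1% of replicates passing that level; inconclusive = only one of the two criteria is met; inactive = neither criterion is met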;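 also: 0% = median of the neutral control wells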
NR2E3 ag-1: activates human photoreceptor nuclear receptor NR2E3; GST-NR2E3/biotin-RetCOR TR-FRET, 1536-well; inhibition of corepressor binding, % at 4.78 µM; 320,000 tested, 0.12% active; AID 2300;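 active = percent inhibition above the cutoff of mean plus 3 SD of all tested compounds, set per screening campaign, cut at about 20% in these data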;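 also: 0% = DMSO wells and 100% = biotin wells as full block of FRET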
Target sequence (Q9Y5X4 whole entry, looked up): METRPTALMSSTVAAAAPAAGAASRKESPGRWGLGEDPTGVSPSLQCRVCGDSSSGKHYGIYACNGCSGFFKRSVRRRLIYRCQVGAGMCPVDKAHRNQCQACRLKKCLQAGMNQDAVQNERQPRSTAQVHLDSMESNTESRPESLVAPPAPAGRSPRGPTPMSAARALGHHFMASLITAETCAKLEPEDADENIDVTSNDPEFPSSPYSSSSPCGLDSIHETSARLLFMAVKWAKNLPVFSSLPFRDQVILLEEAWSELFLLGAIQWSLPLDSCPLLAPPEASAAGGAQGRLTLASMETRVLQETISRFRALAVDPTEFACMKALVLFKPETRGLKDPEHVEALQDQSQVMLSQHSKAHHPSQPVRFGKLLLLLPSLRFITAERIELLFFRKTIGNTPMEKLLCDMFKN
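Material: NR2E3–RetCOR corepressor complex / Amount: 1.35 nM GST-NR2E3 / Medium: Tris pH 7.5 / Compound: single nominal compound dose of 4.8 µM / Incubation: 5 h at 4 °C / Technique: TR-FRET, Eu(K)-anti-GST donor, streptavidin-D2 acceptor, ex 340, em 617/671 nm / Read-out basis: percent loss of FRET ratio relative to control wells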
MITF TRPM1 inh: inhibitors of MITF-driven TRPM1 promoter in melanoma cells. SK-MEL-5 TRPM1 promoter luciferase, 24 h. inhibition, % at 12.5 µM. 330,000 tested, 0.83% active;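 active = mean inhibition across replicates of 60% or more, whatever share of single replicates reaches that level; inconclusive = some that reach 60%, reason not given; inactive = mean inhibition across replicates below 60%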; also: values of inactives mirror those of a sister screen read the other way
Peg3 prom inh: inhibitors of Peg3 promoter | HeLa PEG-Prom luciferase reporter, luminescence, overnight | 360,000 tested, 1.7% active | inhibition, % at 20 µM;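 active = inhibition of at least 50% at 20 µM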
hiPSC survival: increases survival of single human iPS cells; 360,000 tested, 0.044% active; hiPSC single-cell survival, ATPlite luminescence; 100% = ROCK inhibitor wells, 0% = DMSO; AID 602274; survival enhancement, % at 20 µM; in the data active = survival enhancement above about 18%;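 also: cells exposed to compounds for 16 hours before the ATP read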
aDG glyco up: increases alpha dystroglycan glycosylation. Pro5-aDG cells, alpha-DG glycosylation AlphaScreen (IIH6); 0% Pro5, 100% B10-LARGE cell signal. activation, % at 10 µM. 360,000 tested, 0.22% active;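 active = activation of at least 8% versus controls, or a plate z-score of at least 8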;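 also: Pro5 are CHO cells carrying HIG-tagged alpha-DG that lacks glycosylation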
HIF-2a inh: HIF-2a inhibition; 786-0 RCC cells HIF-2a reporter, luciferase luminescence, overnight; inhibition, % at 18.8 µM; 360,000 tested, 0.72% active; AID 624352;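 active = inhibition of the luminescence signal of 40% or more relative to plate controls, in a single-dose primary screen at 18.75 µM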
Exocytosis inh: lytic granule exocytosis inhibition; TALL-104 LAMP-1 surface exposure, flow cytometry; cells stimulated with thapsigargin and PMA; inhibition, % at 10 µM; 360,000 tested, 0.66% active; AID 651702;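 active = inhibition above about 55%, limit read from the data; inconclusive = no clear call, values can overlap the other calls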
Vif inh: blocks HIV Vif function; HEK293T cells, Vif self-association by quenched fluorescence, imaging, 24 h; inhibition, % at 7.49 µM; 340,000 tested, 0.35% active; AID 602346; in the data active = inhibition above about 50%, passing the limit was not always enough; inconclusive = no clear call, values can overlap the other calls; inactive = below about 31%; also: some results filed as inactive read as strong as hits
NR2E3 ag-2: activates human NR2E3 receptor. inhibition of corepressor binding, % at 3.98 µM. AID 602229. CHO-S Gal4-NCOR/VP16-NR2E3 two-hybrid, luciferase. 360,000 tested, 0.35% active. Q9Y5X4;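 active = inhibition above the mean of all tested compounds plus 3 SD, cut at about 70% in these data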;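 also: 0% = DMSO with NR2E3 transfected cells and 100% = cells lacking NR2E3 construct; higher means lower luciferase signal from less NR2E3 corepressor binding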
PDI turbidity: blocks human protein disulfide isomerase activity; PDI insulin aggregation turbidity, A650, 90 min; inhibition, % at 10 µM; 350,000 tested, 0.052% active;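 active = mean inhibition across replicates of 30% or more, whatever share of single replicates reach that level; inconclusive = mean inhibition below 30% while every single replicate reaches 30%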;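 also: absorbance from insulin aggregation driven by PDI reduction with DTT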
Target sequence (P07237 whole entry, looked up): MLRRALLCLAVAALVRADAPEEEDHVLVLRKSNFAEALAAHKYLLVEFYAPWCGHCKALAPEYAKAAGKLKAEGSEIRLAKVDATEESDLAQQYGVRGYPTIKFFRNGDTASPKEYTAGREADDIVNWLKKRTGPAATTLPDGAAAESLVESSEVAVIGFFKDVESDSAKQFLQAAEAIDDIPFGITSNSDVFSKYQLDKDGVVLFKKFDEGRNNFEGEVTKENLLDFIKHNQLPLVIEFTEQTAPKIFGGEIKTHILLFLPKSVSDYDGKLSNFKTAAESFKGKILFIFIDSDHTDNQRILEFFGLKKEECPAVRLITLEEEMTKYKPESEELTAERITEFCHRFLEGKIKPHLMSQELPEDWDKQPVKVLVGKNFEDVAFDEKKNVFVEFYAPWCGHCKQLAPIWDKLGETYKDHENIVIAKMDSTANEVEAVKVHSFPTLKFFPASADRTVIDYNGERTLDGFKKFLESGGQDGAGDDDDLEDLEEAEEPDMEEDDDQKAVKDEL
Active calls of the source: *; ? = inconclusive; . = no result given.

No.	Structure	CaV13 ICDI inh	NR2E3 ag-1	MITF TRPM1 inh	Peg3 prom inh	hiPSC survival	aDG glyco up	HIF-2a inh	Exocytosis inh	Vif inh	NR2E3 ag-2	PDI turbidity
1	COc1ccccc1NC(=O)N1CCCC1C(=O)NC1CCCCC1 (configuration not stated)	-4	5	1	1	1.2	0.0	10	1	2	-3	-1
2	CCn1c(C)cc(/C=C2\NC(=O)N(Cc3ccc(Cl)cc3)C2=O)c1C	-5	-1	-25	3	2.0	-0.3	13	0	4	8	-2
3	COc1ccc(C(=O)NCCc2cc3ccc(C)c(C)c3[nH]c2=O)cc1OC	3	1	6	5	0.4	0.5	15	28	25	-10	-1
4	CN(C(=O)COC(=O)CNS(=O)(=O)/C=C/c1ccccc1)C1CCS(=O)(=O)C1 (configuration not stated)	-5	1	-4	4	-1.0	-0.1	8	0	-5	-10	-1
5	COC(=O)C1=C(C)NC(=O)NC1c1ccccc1Cl (configuration not stated)	-20	6	6	8	1.0	0.1	10	-2	11	10	-8
6	CC(C)n1cnnc1SCC(=O)Nc1ccc(N2CCCCC2)cc1	-4	-2	-11	-42	-0.4	-0.2	-29	1	1	-12	3
7	CCC(=O)Nc1ccccc1C(=O)OCC(=O)Nc1ccc(S(N)(=O)=O)cc1	-5	0	11	-4	-0.2	-0.1	13	3	1	-11	-7
8	C/C(=N\N(c1ccccc1)c1ccccc1)c1ccc(N)cc1	-5	2	5	32	-0.3	0.0	17	-7	-11	0	0
9	COc1ccc(NS(=O)(=O)c2ccc(C)c(NC(=O)CNC(=O)c3ccco3)c2)cc1	-4	.	2	10	-0.5	0.1	9	-5	.	-4	-3
10	[O-][n+]1ccccc1/C=C/c1ccccc1	-2	1	-9	-18	-0.3	0.0	-12	-6	3	-19	-6
11	Cc1cc(Br)ccc1NC(=O)CN(C)C(=O)c1ccc(-n2cncn2)c([N+](=O)[O-])c1	-5	4	18	10	-0.2	-0.1	12	4	0	1	-3
12	CC(C)N1C(=O)C2ON(c3ccccc3)C(c3cccs3)C2C1=O (configuration not stated)	-3	-4	-8	10	-2.9	0.1	11	-4	-5	-17	-10
13	CN(Cc1ccno1)Cc1cn(C)nc1-c1ccc(Oc2ccccc2)cc1	-4	4	10	8	3.0	0.5	3	2	-1	9	-3
14	CCCCCC(=O)Nc1ccc(S(=O)(=O)NC2=NCCCCC2)cc1	-14	-1	-11	2	1.0	0.0	12	1	25	-16	-6
15	CCCCCn1nc(C(=O)N(CCOC)c2c(N)n(CCCC)c(=O)[nH]c2=O)c2ccccc2c1=O	-2	-1	-15	3	-0.5	0.1	1	1	-1	-35	-1

Compounds shown so far containing an NH in an aromatic ring, in the order listed:
No.	Structure	CaV13 ICDI inh	NR2E3 ag-1	MITF TRPM1 inh	Peg3 prom inh	hiPSC survival	aDG glyco up	HIF-2a inh	Exocytosis inh	Vif inh	NR2E3 ag-2	PDI turbidity
3	COc1ccc(C(=O)NCCc2cc3ccc(C)c(C)c3[nH]c2=O)cc1OC	3	1	6	5	0.4	0.5	15	28	25	-10	-1
15	CCCCCn1nc(C(=O)N(CCOC)c2c(N)n(CCCC)c(=O)[nH]c2=O)c2ccccc2c1=O	-2	-1	-15	3	-0.5	0.1	1	1	-1	-35	-1

Continuation:
No.	Structure	CaV13 ICDI inh	NR2E3 ag-1	MITF TRPM1 inh	Peg3 prom inh	hiPSC survival	aDG glyco up	HIF-2a inh	Exocytosis inh	Vif inh	NR2E3 ag-2	PDI turbidity
16	Cc1cccc(CCNC(=O)CC2C(=O)NCCN2CC2CCCCC2)n1 (configuration not stated)	-7	0	20	-4	-0.5	-0.1	6	-1	5	0	4
17	COC(=O)[C@H](CC(C)C)NC(=O)CC[C@H]1O[C@@H](n2ccc(=O)[nH]c2=O)[C@H](O)[C@@H]1O	-3	.	.	-1	-4.1	-0.2	6	1	-1	-4	.
18	COc1cccc(CN2CCC2(C)C(=O)Nc2cccc3cccnc23)c1OC (configuration not stated)	-15	.	.	16	0.2	0.5	4	-3	-7	-8	-2
19	COc1ccc(-c2oc3ccccc3c2C(=O)OCc2ccc([N+](=O)[O-])cc2)cc1	-4	0	-15	8	-0.2	0.6	0	-2	-5	-34	8
20	CCOC(=O)c1cnn(-c2ccccc2)c1-n1cccc1C(=O)C(=O)Nc1ccc(OC)cc1	.	-1	-6	27	-2.7	-0.1	11	-1	-12	29	5
21	CC1CCCC(NC(=O)c2cccc(S(=O)(=O)N3CCN(c4ccccc4)CC3)c2)C1C (configuration not stated)	-6	-3	15	-5	-0.3	1.8	1	22	-7	-1	0
22	Cc1cnc(CN(C)C(=O)C2CCC(=O)N(CCc3cccc(F)c3)C2)[nH]1 (configuration not stated)	-3	-4	-3	1	-0.5	0.0	-7	-3	-9	-5	-2
23	Cn1/c(=N/NC(=O)c2ccccc2Br)sc2ccccc21	-4	2	-48	-119	0.8	0.0	-204	-3	-2	-58	-1
24	O=C(Nc1cc(S(=O)(=O)Nc2ccc(Cl)cc2)ccc1N1CCCCC1)c1ccc(F)cc1	-4	-2	-16	37	1.3	1.6	4	18	?	-5	-2
25	Cc1cc2nc(/C=C/c3nc4cc(C)c(C)cc4[nH]3)[nH]c2cc1C	-9	-5	1	-4	-0.5	0.1	-8	0	-8	-24	-5
26	O=C(COC(=O)c1ccc(F)cc1F)NCc1ccc2c(c1)OCO2	-16	.	5	0	-0.4	0.1	13	8	9	15	-7
27	CC(=O)c1ccc(NC(=O)CCSCCC(=O)Nc2ccc(C(C)=O)cc2)cc1	-1	2	-14	2	4.8	0.1	7	-1	-3	-20	5
28	CCOC(=O)C1=C(C)NC(=O)NC1c1ccc([N+](=O)[O-])o1 (configuration not stated)	-5	-2	13	7	-0.4	0.0	18	0	0	1	-1
29	CCOC(=O)C1CCN(C(=O)CCS(=O)(=O)c2ccc3c(c2)CC(C)N3C(=O)CC)CC1 (configuration not stated)	-4	6	-13	7	5.7	-0.3	20	0	-2	18	-2
30	CCn1c(C(C)NC(=O)c2ccc(C)cc2)n[nH]c1=S (configuration not stated)	-5	1	-10	5	0.5	-0.2	16	0	3	15	7

Retrieved by structure from above:
No.	Structure	CaV13 ICDI inh	NR2E3 ag-1	MITF TRPM1 inh	Peg3 prom inh	hiPSC survival	aDG glyco up	HIF-2a inh	Exocytosis inh	Vif inh	NR2E3 ag-2	PDI turbidity
16	Cc1cccc(CCNC(=O)CC2C(=O)NCCN2CC2CCCCC2)n1 (configuration not stated)	-7	0	20	-4	-0.5	-0.1	6	-1	5	0	4
17	COC(=O)[C@H](CC(C)C)NC(=O)CC[C@H]1O[C@@H](n2ccc(=O)[nH]c2=O)[C@H](O)[C@@H]1O	-3	.	.	-1	-4.1	-0.2	6	1	-1	-4	.
28	CCOC(=O)C1=C(C)NC(=O)NC1c1ccc([N+](=O)[O-])o1 (configuration not stated)	-5	-2	13	7	-0.4	0.0	18	0	0	1	-1
19	COc1ccc(-c2oc3ccccc3c2C(=O)OCc2ccc([N+](=O)[O-])cc2)cc1	-4	0	-15	8	-0.2	0.6	0	-2	-5	-34	8
30	CCn1c(C(C)NC(=O)c2ccc(C)cc2)n[nH]c1=S (configuration not stated)	-5	1	-10	5	0.5	-0.2	16	0	3	15	7
24	O=C(Nc1cc(S(=O)(=O)Nc2ccc(Cl)cc2)ccc1N1CCCCC1)c1ccc(F)cc1	-4	-2	-16	37	1.3	1.6	4	18	?	-5	-2
25	Cc1cc2nc(/C=C/c3nc4cc(C)c(C)cc4[nH]3)[nH]c2cc1C	-9	-5	1	-4	-0.5	0.1	-8	0	-8	-24	-5

The list goes on:
No.	Structure	CaV13 ICDI inh	NR2E3 ag-1	MITF TRPM1 inh	Peg3 prom inh	hiPSC survival	aDG glyco up	HIF-2a inh	Exocytosis inh	Vif inh	NR2E3 ag-2	PDI turbidity
31	Cc1ccccc1CN(C)C(=O)CNC(=O)c1ccc2ccccc2c1	-20	-2	-10	-27	-0.9	0.1	-30	3	-6	-24	1
32	CCOC(=O)c1c(NC(=O)CS(=O)(=O)c2cn(CC)c3ccccc23)sc2c1CCCCC2	-5	2	.	17	-2.6	-0.5	12	4	4	-19	.
33	COC(=O)CNC(c1ccccc1)c1cc(Br)ccc1NS(=O)(=O)c1ccccc1 (configuration not stated)	-5	0	-2	9	-0.7	0.2	1	3	-18	11	1
34	Cc1nc2ccccc2n1S(=O)(=O)N(C)C	-5	1	1	19	-2.3	1.4	26	-2	11	-20	-2
35	CC(C)NC(=O)C(=O)Nc1cc2c3c(c1)C(C)C(=O)N3CCC2 (configuration not stated)	-2	2	0	-10	0.6	-0.1	3	1	0	-25	1
36	C/C(CC(=O)NCc1ccco1)=N\NC(=O)C(c1ccccc1)c1ccccc1	.	4	7	0	7.1	-0.1	6	-2	12	14	9
37	COc1c(C)cc(C(=O)C2CCCN(C(=O)Cn3ccc(C)n3)C2)cc1C (configuration not stated)	-6	-1	-3	10	0.5	0.0	15	-3	8	7	-6
38	CC1(C)CC(=O)C=C(NCc2ccc(C(=O)O)cc2)C1	-3	-2	4	-2	-0.4	-0.2	5	2	1	4	8
39	CN1CCN(Cc2cccc(Oc3ccc(Cl)cc3)c2)CC1	-8	1	-16	-89	4.1	0.4	-141	-3	0	-76	-1
40	CN(Cc1ccc(Cl)s1)C(=O)CN1C(=O)N(C)C2(CCCCC2)C1=O	-7	.	-26	-64	0.1	0.1	-58	0	3	-19	5
41	COC(=O)c1c(C)oc2ccc(N(C(=O)Oc3ccccc3)S(=O)(=O)c3ccc(Cl)c([N+](=O)[O-])c3)cc12	.	-3	16	18	0.4	-0.2	11	3	-3	5	-12
42	Cc1ccc2c(COC(=O)CNC(=O)c3ccco3)cc(=O)oc2c1C	-7	.	3	2	-2.4	0.2	-3	-11	2	-6	0
43	Cc1nn(C)c(C)c1CN(C)C(=O)c1nn2c(c1Br)NC(c1cccs1)CC2C(F)(F)F (configuration not stated)	-3	2	15	24	-0.9	0.1	26	0	-9	-20	-5
44	CCn1c(COc2ccccc2)nnc1SCC(=O)Nc1ccc2c(c1)OCCO2	-5	0	5	18	-1.1	0.0	11	-2	-8	-18	0
45	Cc1cccc(N=Cc2cc3c(cc2[N+](=O)[O-])OCO3)c1	.	2	-28	-41	-1.5	0.0	-41	-1	-7	-38	-5
46	COc1ccc(-c2cc(C(=O)Nc3cnn(Cc4ccccc4C)c3)no2)cc1OC	-7	2	18	9	2.9	0.1	9	-7	86*	10	2
47	CCCCCC1CC(=O)N(Cc2ccc(Cl)cc2)C(=O)N1 (configuration not stated)	.	2	8	8	1.9	0.3	0	2	-1	-9	-1
48	CC(C)Nc1nc(NCCOc2ccccc2Cl)c2sccc2n1	-7	.	.	34	-1.5	3.3	2	-11	-13	-24	0

Screens from PubChem.
